LDHA block: qHTS assay for inhibitors of human lactate dehydrogenase | 0.15% of 480,000 active | activity change, % (values are at about 110 or 230 µM) | purified LDHA, NADH/diaphorase-resazurin fluorescence; stronger effect = lower value; in the data active = activity change below about -30%; inconclusive = mostly about -25% to -30%;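 note: plate controls were DMSO wells for no effect and wells without enzyme for full effect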
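Human LDH5 (2 nM) was incubated with 0.06 mM NADH and 0.2 mM pyruvate for 5 min at room temperature in Tris pH 7.4. Remaining NADH was coupled through diaphorase/resazurin, and resorufin fluorescence was read at 0 and 20 min.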
IDH1 R132H inh: qHTS for Inhibitors of mutant isocitrate dehydrogenase 1 (IDH1): qHTS | 0.093% of 390,000 active | AID 602179, 2012 | IDH1-R132H enzyme, NADPH consumption, diaphorase/resazurin fluorescence | Isocitrate dehydrogenase [NADP] cytoplasmic (Homo sapiens), O75874 | Potency, µM (titrated, usually from 76.6 µM), without a hit: at the highest dose activity change, negative = inhibition, usual class: inhibitors; note: potency is the fitted concentration of half-maximal effect; % is set by controls: 0 for no effect and ±100 for the full control effect; nearly all actives have a fitted effect of over 65% in size
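IDH1-R132H (0.5 ug/mL dispensed) in pH 7.5 Tris buffer was preincubated 30 min with compound, then given a substrate mix of 0.016 mM NADPH and 2 mM alpha-KG for 80 min at room temperature; remaining NADPH was read by diaphorase/resazurin fluorescence.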
Vif-A3G inh: qHTS for Inhibitors of Vif-A3G Interactions: qHTS | HeLa A3G-eYFP + Vif (tagged APOBEC3G with the HIV-1 protein that degrades it), YFP fluorescence, overnight | Potency, µM (top dose mostly 46.1 µM), without a hit: top-dose activity, negative = active, hits mostly inhibitors | 0.076% of 410,000 active | DNA dC->dU-editing enzyme APOBEC-3G (Homo sapiens), Q9HC16;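 note: potency is the fitted concentration of half-maximal effect; % is set by controls: 0 for no effect and ±100 for the full control effect; nearly all actives have a fitted effect of over 60% in size; hits raise eYFP signal because A3G escapes Vif-driven loss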
Target sequence (Q9HC16 whole entry, looked up): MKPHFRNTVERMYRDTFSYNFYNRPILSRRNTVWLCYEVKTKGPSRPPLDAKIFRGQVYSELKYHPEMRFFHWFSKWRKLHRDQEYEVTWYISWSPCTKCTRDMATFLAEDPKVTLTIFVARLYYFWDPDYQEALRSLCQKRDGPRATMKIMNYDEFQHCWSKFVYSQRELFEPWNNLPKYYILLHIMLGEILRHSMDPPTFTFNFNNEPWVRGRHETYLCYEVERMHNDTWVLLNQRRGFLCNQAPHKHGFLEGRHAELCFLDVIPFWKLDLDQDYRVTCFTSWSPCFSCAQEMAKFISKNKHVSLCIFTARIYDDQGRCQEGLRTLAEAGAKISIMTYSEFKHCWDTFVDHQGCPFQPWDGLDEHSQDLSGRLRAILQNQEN
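Read-out is eYFP fluorescence (Ex 488/Em 500-530) from Vif-expressing HeLa A3G-eYFP cells; more signal means A3G escaped Vif-mediated degradation. Cells plated overnight, compound pinned in, incubated overnight at 37 deg C.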
TrxR1 substrate: qHTS Assay for Substrates of Mammalian Selenoprotein Thioredoxin Reductase 1 (TrxR1): qHTS; Thioredoxin reductase 1, cytoplasmic (Rattus norvegicus), O89049; purified TrxR1 substrate turnover, NADPH consumption readout; Potency, µM (series often up to 114 µM), for inactives: top-dose activity change, negative = substrate turnover; 0.01% of 390,000 active; note: potency is the fitted concentration of half-maximal effect; % is set by controls: 0 for no effect and ±100 for the full control effect; nearly all actives have a fitted effect of over 50% in size
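Rat TrxR1, dispensed at 90 nM, was prereduced with 400 uM NADPH (final) for 5 min at ~22 deg C, then incubated with compound 15 min before 400 uM selenite. A first-read NADPH fluorescence drop versus no-compound background flagged substrates.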
Glioma ERSR ind: qHTS for Inducers of the Endoplasmic Reticulum Stress Response (ERSR) in Human Glioma: qHTS | U87-MG GRP78 promoter luciferase reporter, 16 h | Potency, µM, inactives show at the top dose activation, usual class: activators | 0.02% of 420,000 active | AID 602332, 2012; note: potency is the fitted concentration of half-maximal effect; series mostly up to about 76 µM; % of control where 0% means no effect; nearly all actives have a fitted effect of over 35% in size
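Stably transfected U87-MG glioma cells carrying a GRP78-based luciferase sensor; 16 h compound incubation. Luminescence end-point read 10 min after Bright-Glo addition at room temperature.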
Vif-APOBEC3F blk: qHTS for Inhibitors of Vif-A3F Interactions: qHTS | HeLa A3F-eYFP + Vif (tagged APOBEC3F with the HIV-1 protein that degrades it), YFP fluorescence increase | Potency, µM (doses to about 46.1 µM), for inactives: at the top dose activity, negative = active | 0.2% of 390,000 active; note: potency is the fitted concentration of half-maximal effect; % of control where 0% means no effect; nearly all actives have a fitted effect of over 65% in size
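HeLa cells stably expressing Vif plus C-terminally eYFP-tagged A3F were seeded, incubated overnight at 37 deg C, dosed with compound, incubated overnight again at 37 deg C. Yellow fluorescence (Ex 488/Em 500-530) reported blocked Vif-mediated A3F-eYFP degradation.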
RXFP1 agonist: qHTS Assay for Agonists of the Relaxin Receptor RXFP1. HEK293T-RXFP1 cAMP TR-FRET, 30 min; response scale: percent of porcine relaxin response, buffer zero. AID 2676, 2010. Relaxin receptor 1 (Homo sapiens), Q9HBX9. Potency, µM (doses to about 57.5 µM), for the others: top-dose activation, most hits filed as activators. 0.3% of 370,000 active; note: potency is the fitted concentration of half-maximal effect; % is set by controls: 0 for no effect and ±100 for the full control effect; nearly all actives have a fitted effect of over 60% in size; many of its hits are not listed in these tables
Target sequence (Q9HBX9 whole entry, looked up): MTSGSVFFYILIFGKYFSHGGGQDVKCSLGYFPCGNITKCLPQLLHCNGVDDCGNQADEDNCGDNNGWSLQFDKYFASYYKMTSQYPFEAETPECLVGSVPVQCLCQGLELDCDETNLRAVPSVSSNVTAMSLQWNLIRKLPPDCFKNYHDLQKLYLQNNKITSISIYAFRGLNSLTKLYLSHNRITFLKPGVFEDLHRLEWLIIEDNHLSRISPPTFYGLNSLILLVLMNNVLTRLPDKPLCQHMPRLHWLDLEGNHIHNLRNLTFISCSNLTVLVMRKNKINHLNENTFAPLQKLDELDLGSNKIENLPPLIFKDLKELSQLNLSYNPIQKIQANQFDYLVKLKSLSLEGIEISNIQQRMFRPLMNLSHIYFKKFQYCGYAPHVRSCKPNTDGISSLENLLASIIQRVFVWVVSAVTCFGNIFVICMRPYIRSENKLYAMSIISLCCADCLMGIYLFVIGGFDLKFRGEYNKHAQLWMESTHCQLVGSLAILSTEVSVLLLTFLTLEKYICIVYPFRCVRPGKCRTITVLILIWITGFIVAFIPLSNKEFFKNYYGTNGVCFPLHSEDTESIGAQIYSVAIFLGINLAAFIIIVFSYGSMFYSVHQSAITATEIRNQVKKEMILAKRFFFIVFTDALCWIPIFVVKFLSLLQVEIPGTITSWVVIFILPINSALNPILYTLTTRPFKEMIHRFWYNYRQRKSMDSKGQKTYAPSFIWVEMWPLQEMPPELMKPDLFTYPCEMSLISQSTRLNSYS
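HEK293 cells stably expressing RXFP1, treated 30 min at 37C with compounds plus PDE4 inhibitor Ro 20174; cAMP measured by HTRF TR-FRET. Normalized to buffer and 29 nM porcine relaxin; EC50 by Hill fit.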
PI4K2A block: qHTS for small molecular inhibitors of PI4K2A; Phosphatidylinositol 4-kinase type 2-alpha (Homo sapiens), Q9BTU6; purified PI4K2A, ADP-Glo luminescence, 1 h; stronger effect = lower value; activity change, negative = inhibition, % at 76.9 µM; 0.13% of 420,000 active; in the data active = activity change below about -50%; inconclusive = mostly about -30% to -49%;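 note: -100% = wells without enzyme as full effect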
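PI4K2A activity was measured by ADP-Glo luminescence: enzyme (4 ug/mL stock) and phosphatidylinositol (1.2 mM stock) in Tris pH 7.5/MgCl2/EGTA/Triton X-100 buffer were reacted with ATP (300 microM stock) for one hour at ambient temperature.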
USP1 inh: Inhibitors of USP1/UAF1: Primary Screen; Potency, µM (top dose mostly 57.1 µM), for inactives: at the highest dose activity change, negative = inhibition, most hits filed as inhibitors; recombinant USP1/UAF1, Ub-Rhodamine cleavage fluorescence; Ubiquitin carboxyl-terminal hydrolase 1 (Homo sapiens), O94782; 0.23% of 390,000 active; note: potency is the fitted concentration of half-maximal effect; % is set by controls: 0 for no effect and ±100 for the full control effect; nearly all actives have a fitted effect of over 60% in size; inactives centre near -12
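High-throughput fluorogenic screen: 1nM USP1/UAF1 complex, Ub-Rho substrate 150nM final, 50mM HEPES pH 7.8 with 0.5mM EDTA, 0.1 mg/ml BSA, 1mM TCEP and 0.01% Tween-20.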
Active calls of the source: *; [ ] = remark or other dose. Unless noted, calls come from the whole dose curve; as a rule, active = well fitted curve in the direction sought with a large enough effect; inconclusive = small, poorly fitted or top-dose-only effect, or another doubt; inactive = no such curve, though single readings can be large; an effect the other way counts as inactive or inconclusive.

For COc1cc(Sc2ccc(C)cc2)c(OC)cc1N the results were LDHA block 18, IDH1 R132H inh 13%, Vif-A3G inh 0%, TrxR1 substrate -12%, Glioma ERSR ind -1%, Vif-APOBEC3F blk 0%, RXFP1 agonist 0.1%, PI4K2A block -5 and USP1 inh -18%.
COc1ccc(C(=O)NCC(=O)OCC(=O)Nc2cc([N+](=O)[O-])ccc2F)cc1 was read as LDHA block -1, IDH1 R132H inh 5%, Vif-A3G inh -1%, TrxR1 substrate 6%[57.1 µM], Glioma ERSR ind -3%, Vif-APOBEC3F blk -8%, RXFP1 agonist 0.6%, PI4K2A block 0 and USP1 inh -18%.
For COC(=O)c1ccc(C23CC4(C2)[C@H](CN(C)[C@@H]4c2ccccc2)C3c2ccc(Cl)nc2)cc1 (stereo partly drawn) the results were LDHA block -3, IDH1 R132H inh -2%[38.3 µM], Vif-A3G inh 5%, TrxR1 substrate -3%, Glioma ERSR ind -1%, Vif-APOBEC3F blk -2%, RXFP1 agonist 0.0%, PI4K2A block 0 and USP1 inh -24%.
`Cc1sc2c(c1C)c(=O)n(-c1ccccc1)c1nnc(C)n21` gave LDHA block -5, IDH1 R132H inh 1%, Vif-A3G inh 1%, TrxR1 substrate 14%, Glioma ERSR ind -1%, Vif-APOBEC3F blk -1%, RXFP1 agonist 6.7%, PI4K2A block -2 and USP1 inh -7%.
CC(C)c1cnc2c(c1SCC(=O)NC(C)(C)C)c(=O)n(C)c(=O)n2C was read as LDHA block -3, IDH1 R132H inh -15%, Vif-A3G inh -10%, TrxR1 substrate 5%[57.1 µM], Glioma ERSR ind -4%, Vif-APOBEC3F blk -6%, RXFP1 agonist 7.6%, PI4K2A block -1 and USP1 inh -6%.
`O=C(O)c1cccc(-c2nc3ccccc3[nH]2)c1` gave LDHA block -13, IDH1 R132H inh -3%, Vif-A3G inh 3%, TrxR1 substrate 163%[activator], Glioma ERSR ind -13%, Vif-APOBEC3F blk -4%, RXFP1 agonist 1.0%, PI4K2A block -14 and USP1 inh 5%.
For O=C(COc1ccc(S(=O)(=O)Nc2ccccc2)cc1)NCc1cccnc1 the results were LDHA block 2, IDH1 R132H inh 9%, Vif-A3G inh 1%, TrxR1 substrate -5%, Glioma ERSR ind -4%, Vif-APOBEC3F blk 12%, RXFP1 agonist -1.2%, PI4K2A block 3 and USP1 inh -4%.
`Cc1ccc2cc(CN(c3ccccc3)S(=O)(=O)c3ccccc3)c(=O)[nH]c2c1` gave LDHA block -5, IDH1 R132H inh -1%, Vif-A3G inh -6%, TrxR1 substrate -2%, Glioma ERSR ind -1%, Vif-APOBEC3F blk inconclusive, RXFP1 agonist 0.3%, PI4K2A block 3 and USP1 inh -15%.
Screening Cc1cnc(C(=O)OCc2c(C)cc(C(C)(C)C)cc2C)cn1 returned LDHA block 2, IDH1 R132H inh 4%, Vif-A3G inh 0%, TrxR1 substrate -4%, Glioma ERSR ind -4%, Vif-APOBEC3F blk -4%, RXFP1 agonist -1.4%, PI4K2A block 1 and USP1 inh -26%.
`Cc1cc(C(=O)NCCc2ccc(Cl)cc2)c(C)o1` gave LDHA block -3, IDH1 R132H inh 0%, Vif-A3G inh -7%, TrxR1 substrate -4%, Glioma ERSR ind 1%, Vif-APOBEC3F blk -15%, RXFP1 agonist -0.5%, PI4K2A block 4 and USP1 inh -13%.
`CCN1C(=O)C(O)(C2COC(C)(C)CC2=O)c2cc(Br)ccc21` (stereo not drawn) gave LDHA block 3, IDH1 R132H inh 2%, Vif-A3G inh inconclusive, TrxR1 substrate 14%, Glioma ERSR ind -5%, Vif-APOBEC3F blk -20%, RXFP1 agonist 1.0%, PI4K2A block -3 and USP1 inh -18%.
Screening O=[N+]([O-])c1ccc(C(S(=O)(=O)Cc2ccccc2)S(=O)(=O)Cc2ccccc2)cc1 returned LDHA block -5, IDH1 R132H inh -3%, Vif-A3G inh 2%, Glioma ERSR ind 0%, Vif-APOBEC3F blk -1%, PI4K2A block -2 and USP1 inh -14%.
CC(NC(=O)Cc1cccs1)C(c1cccs1)N1CCN(c2ccccc2)CC1 (stereo not drawn) was read as LDHA block -1, IDH1 R132H inh 5%, Vif-A3G inh -1%, TrxR1 substrate 21%, Glioma ERSR ind -3%, Vif-APOBEC3F blk -2%, PI4K2A block -2 and USP1 inh -15%.
Screening COc1cc([N+](=O)[O-])ccc1-c1ccc(/C=N/NC(=O)OC(C)(C)C)o1 returned LDHA block -4, IDH1 R132H inh 3%, Vif-A3G inh -5%, TrxR1 substrate -4%, Glioma ERSR ind -7%, Vif-APOBEC3F blk inconclusive, RXFP1 agonist 4.6%, PI4K2A block -1 and USP1 inh -21%.
For O=C(Nc1ccccc1)c1cc(S(=O)(=O)NCc2ccncc2)ccc1Cl the results were LDHA block 5, IDH1 R132H inh 2%, Vif-A3G inh 0%, TrxR1 substrate -8%, Glioma ERSR ind -6%, Vif-APOBEC3F blk 3%, RXFP1 agonist 1.0%, PI4K2A block 0 and USP1 inh -21%.
For CC[C@@]1(C(=O)OC)N[C@H](CN(C)C(=O)Nc2ccc(Cl)cc2)[C@@H]2C(=O)N(Cc3ccccc3)C(=O)[C@@H]21 the results were LDHA block -6, IDH1 R132H inh -9%, Vif-A3G inh 0%, TrxR1 substrate 1%, Glioma ERSR ind -1%, Vif-APOBEC3F blk 2%, PI4K2A block 1 and USP1 inh -12%.
For Cc1cnc(C(=O)OCC(=O)c2cc(C)n(CCc3ccc(F)cc3)c2C)cn1 the results were LDHA block -7, IDH1 R132H inh 0%, Vif-A3G inh -4%, Glioma ERSR ind -2%, Vif-APOBEC3F blk -7%, PI4K2A block -9 and USP1 inh -2%.
For CCOc1ccc(-n2c(-c3ccc(OC)cc3)cc3c2CC(C)(C)CC3=O)cc1 the results were LDHA block -4, IDH1 R132H inh 0%, Vif-A3G inh 1%, TrxR1 substrate 6%, Glioma ERSR ind -1%, Vif-APOBEC3F blk -12%, RXFP1 agonist 1.6%, PI4K2A block -4 and USP1 inh -12%.
For Cc1ccccc1N(CC(=O)N/N=C/c1ccc(Cl)cc1)C(=O)c1ccccc1 the results were LDHA block 2, IDH1 R132H inh -2%, Vif-A3G inh -13%, TrxR1 substrate -14%, Glioma ERSR ind 3%, Vif-APOBEC3F blk -4%, RXFP1 agonist -0.2%, PI4K2A block 1 and USP1 inh -14%.
`CCCOC(=O)CSc1nc(N)c(C#N)c(-c2ccco2)c1C#N` gave LDHA block -6, IDH1 R132H inh 3%, Vif-A3G inh -2%, TrxR1 substrate 5%, Glioma ERSR ind -3%, Vif-APOBEC3F blk -3%, PI4K2A block 4 and USP1 inh -7%.
`Cc1nnc(NC(=O)CSc2nc3c([nH]c4ccccc43)c(=O)n2-c2ccccc2)s1` gave LDHA block -2, IDH1 R132H inh 0%, Vif-A3G inh -5%, TrxR1 substrate -7%[57.1 µM], Glioma ERSR ind 0%, Vif-APOBEC3F blk -6%, RXFP1 agonist 4.0%, PI4K2A block -4 and USP1 inh -5%.
Cc1ccc(CN2C(=O)COc3cc(NS(C)(=O)=O)ccc32)cc1 was read as LDHA block -1, IDH1 R132H inh -8%, Vif-A3G inh 0%, TrxR1 substrate -6%, Glioma ERSR ind 0%, Vif-APOBEC3F blk -12%, PI4K2A block 5 and USP1 inh -22%.
Screening CCN(c1ccccc1)S(=O)(=O)c1ccc(Oc2ccc([N+](=O)[O-])cc2)nc1 returned LDHA block -5, IDH1 R132H inh 1%, Vif-A3G inh 1%, TrxR1 substrate 1%, Glioma ERSR ind -4%, Vif-APOBEC3F blk -6%, RXFP1 agonist -0.6%, PI4K2A block -3 and USP1 inh -10%.

Some of these compounds in order of number of heavy atoms, descending:
For COC(=O)c1ccc(C23CC4(C2)[C@H](CN(C)[C@@H]4c2ccccc2)C3c2ccc(Cl)nc2)cc1 (stereo partly drawn) the results were LDHA block -3, IDH1 R132H inh -2%[38.3 µM], Vif-A3G inh 5%, TrxR1 substrate -3%, Glioma ERSR ind -1%, Vif-APOBEC3F blk -2%, RXFP1 agonist 0.0%, PI4K2A block 0 and USP1 inh -24%.
CC(NC(=O)Cc1cccs1)C(c1cccs1)N1CCN(c2ccccc2)CC1 (stereo not drawn) was read as LDHA block -1, IDH1 R132H inh 5%, Vif-A3G inh -1%, TrxR1 substrate 21%, Glioma ERSR ind -3%, Vif-APOBEC3F blk -2%, PI4K2A block -2 and USP1 inh -15%.
For O=C(COc1ccc(S(=O)(=O)Nc2ccccc2)cc1)NCc1cccnc1 the results were LDHA block 2, IDH1 R132H inh 9%, Vif-A3G inh 1%, TrxR1 substrate -5%, Glioma ERSR ind -4%, Vif-APOBEC3F blk 12%, RXFP1 agonist -1.2%, PI4K2A block 3 and USP1 inh -4%.

Source: PubChem

An excerpt. The share of hits here may be higher or lower than overall.
